Screens (PubChem)
bCat nuc transl – modulators of beta-catenin nuclear translocation; HeLa beta-catenin nuclear translocation, immunofluorescence imaging; nuclear translocation activity, % at 5 µM; 190,000 tested, 0.3% active;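 active means nuclear translocation activity above 50% at 5 µM, with a well cell count of 50 or more; inconclusive means wells under 50 cells across six images, flagged as toxic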;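 further: per-cell ratio of nuclear to cytoplasmic median beta-catenin stain intensity; plate controls were DMSO negative control for no effect and GSK-3 inhibitor IX positive control for full effect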
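Test system: HeLa cells, endogenous beta-catenin; Compound: single 5 µM dose plus 0.02–20 µM confirmation series; Times: compound exposure 24 h at 37°C; Signal: fluorescence imaging of beta-catenin antibody stain plus DAPI; Read-out: % activation, nuclear-to-cytoplasmic median beta-catenin signal ratio per cell.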
T cell modulator – modulates CD8 T cell binding to vesicles; calls only at 7 µM; 330,000 tested, 0.068% active; 2C CD8+ T cell-vesicle binding, flow cytometry; active compounds read low;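 active means response, share of CD8 T cells binding vesicles, and their 90th percentile fluorescence all below set limits, cut at about 80% in these data, passing the limit was not always enough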
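Assay system: 2C TCR transgenic mouse naive CD8+ T cells, MACS-purified | Read-out: CD8+ gate FL2 mean fluorescence as % of same-row positive control | Signal: High-throughput flow cytometry with anti-B7-1 and anti-CD8 staining | Timing: Binding step 1.5 h, 37 °C, antibody labelling 20 min, ice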
MT stabilize HCS – microtubule stabilizers in HeLa cells | HeLa tubulin immunostaining HCS, 24 h; share of cells brighter than vehicle mean+2SD | % tubulin-high responders, % at 10 µM | 200,000 tested, 0.83% active | AID 2205;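 active means plate Z-score above 3 for both tubulin-high and condensed-nucleus cell shares, with cell loss under 80%, at 10 µM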;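 further: anti alpha tubulin signal scored within the nucleus-defined area of each cell; some results filed as inactive read as strong as hits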
WT yeast gro inh – growth inhibition of WT yeast, mitochondrial fusion screen; mitochondrial fusion phenotypic screen, WT strain; inhibition, % at 10 µM; 190,000 tested, 2.1% active; in the data active means inhibition above about 58%; tested in S. cerevisiae
Ins promoter up – MIN6 insulin promoter up-regulation. 190,000 tested, 0.3% active. z-score at 5 µM. MIN6 insulin promoter-GFP reporter, high-content imaging; active compounds read high;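 active means z-score above 3 at 5 µM with at least 500 cells counted in the well; inconclusive means wells under 500 cells, flagged as cytotoxic or low count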
Myeloid diff 2 – promotes myeloid progenitor differentiation. ER-HoxA9 myeloid progenitors, lysozyme-GFP differentiation, flow cytometry. calls only at 10 µM. AID 624256. 360,000 tested, 1% active;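 active means normalized GFP-positive differentiation at or above the plate's own cutoff, the solvent-only control mean plus 3 SD; inconclusive means no clear call, values can overlap the other calls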;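 further: cells exposed to compound for four days before flow analysis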
Autophagy mod – modulators of autophagy; MEF GFP-LC3 puncta imaging; test concentration mostly 10 µM; calls only at 10 µM (by protocol); 190,000 tested, 0.98% active; AID 463193;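 active means percentage of spot-positive cells more than 3 SD above its plate mean, without a fluorescence outlier flag or 80% toxicity; inconclusive means no clear call, values can overlap the other calls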;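 further: spot-positive cell cutoff set from DMSO-treated cells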
Lipid droplet – hepatic lipid droplet formation modulation | AML12 mouse hepatocytes, oleate lipid droplets, BODIPY imaging | inhibition, % at 6.5 µM | 240,000 tested, 0.4% active | AID 1656;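 active means lipid droplet intensity inhibited by at least 50%, with more than 500 cells counted; inconclusive means wells with under 300 cells, treated as cytotoxic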
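Assay system: AML12 mouse liver cells | Compound dosing: One dose, 6.5 µM compound | Read-out basis: Droplet intensity reduction, % inhibition | Measured by: Fluorescence imaging, 20x objective, two fields per well | Schedule: Overnight treatment with compound plus oleate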
West Nile antiviral – inhibition of WNV-induced cytopathic effect – cell-based, CPE readout (AID 1621); CPE inhibition, % at 10 µM; hits with a dose series show IC50 in µM; 290,000 tested, 0.02% active; West Nile virus-infected cells, CPE inhibition; higher % means a stronger effect; in the data active means a potency from the dose series; inconclusive means CPE inhibition mostly from about 3.7% at the one dose, without a potency; inactive means the rest, 99 in 100 with CPE inhibition below about 2.2%; further: strong numbers were not always called active
WT yeast gro inh mutant strain – further read-out of WT yeast gro inh, marked with its call; inhibition, %; mitochondrial fusion phenotypic screen, mutant strain inhibition
Ins promoter up cell count – also measured in Ins promoter up; calls as there; cell count; measured here: cytotoxicity, nuclei count;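 total cells summed across four imaged fields per well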
Lipid droplet cells 6.5 µM – recorded beside Lipid droplet, whose call it bears; cell count; measured here: cell count, cytotoxicity flag;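 cells counted across two imaged fields per well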
bCat nuc transl cell count 5 µM – further read-out of bCat nuc transl, marked with its call; cell count; measured here: cell count, cytotoxicity flag
T cell modulator vesicle-bound % – also measured in T cell modulator; calls as there; double positive events, %; measured here: CD8+ vesicle-bound cell fraction;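 binding gate set so that unloaded-vesicle control wells show 10% double positive cells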
MT stabilize HCS Hoechst-high % – further read-out of MT stabilize HCS, marked with its call; % Hoechst-high responders; measured here: nuclear condensation Hoechst responders;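 share of cells brighter than vehicle mean plus two SD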
MT stabilize HCS cytotoxicity % – further read-out of MT stabilize HCS, marked with its call; toxicity, %; measured here: cytotoxicity by cell density;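 0% = mean cell density of plate MIN control wells and 100% = no cells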
Autophagy mod cell loss 18 h – further read-out of Autophagy mod, marked with its call; toxicity, %; measured here: cell loss, nuclei count;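 cell loss after 18 h compound exposure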
Myeloid diff 2 GFP+ MAC1+ % – also measured in Myeloid diff 2; calls as there; GFP+ MAC1+ double positive, %; measured here: differentiation confirmed by MAC1 staining
* hit, by the source's call; i = inactive; ? = inconclusive; . = not tested or not shown. Outcome played no part in choosing rows; about 3.9% have a hit in one of these screens.

structure,bCat nuc transl,bCat nuc transl cell count 5 µM,T cell modulator,T cell modulator vesicle-bound %,MT stabilize HCS,MT stabilize HCS Hoechst-high %,MT stabilize HCS cytotoxicity %,WT yeast gro inh,WT yeast gro inh mutant strain,Ins promoter up,Ins promoter up cell count,Myeloid diff 2,Myeloid diff 2 GFP+ MAC1+ %,Autophagy mod,Autophagy mod cell loss 18 h,Lipid droplet,Lipid droplet cells 6.5 µM,West Nile antiviral
COc1ccccc1NC(=O)CCC(=O)O,0.1,1129,i,25.6,2.9,3.2,5.7,31.6,8.3,-0.27,1729,i,0.8,i,0.1,-8.3,709,0.5%
COc1cc(NC(=O)CSc2cc(C)c3cc(C)cc(C)c3n2)c(C(=O)O)cc1OC,-0.6,1339,i,49.6,.,.,.,.,.,1.84,881,i,0.4,.,.,18.1,710,0.1%
COC(=O)C1=C(C)NC(C)=C(C(=O)OCC2CCCO2)C1c1cccc(Br)c1 (stereo not drawn),.,.,i,16.9,.,.,.,.,.,.,.,i,0.6,.,.,-54.6,705,0.1%
Cc1ccc2ncnc(Nc3cccc([N+](=O)[O-])c3)c2c1,.,.,i,62.3,.,.,.,.,.,.,.,i,0.4,.,.,22.3,550,-1.4%
CC(C)N1CC(COc2ccc(Br)cc2)OC1=O (stereo not drawn),.,.,i,58.3,.,.,.,.,.,.,.,i,0.5,.,.,7.7,763,-0.6%
CS(=O)(=O)N(CC(=O)Nc1ccccc1-c1ccccc1)c1ccccc1,-1.3,1070,i,46.7,2.3,1.7,3.7,17.2,-6.7,0.16,1196,i,0.5,i,-22.2,-47.1,734,-0.4%
COc1ccc(NC(=O)CN2C(=O)COc3ccccc32)cc1OC,.,.,i,53.1,.,.,.,.,.,.,.,i,0.5,.,.,1.2,761,-0.9%
Cc1cccc(NC(=O)N(Cc2cc3cc(C)cc(C)c3[nH]c2=O)CC2COCCO2)c1 (stereo not drawn),-13.5,1188,i,5.5,1.3,1.4,11.0,10.8,7.8,.,.,i,6.5,i,9.6,7.8,787,1.3%

Other records follow.
structure,bCat nuc transl,bCat nuc transl cell count 5 µM,T cell modulator,T cell modulator vesicle-bound %,MT stabilize HCS,MT stabilize HCS Hoechst-high %,MT stabilize HCS cytotoxicity %,WT yeast gro inh,WT yeast gro inh mutant strain,Ins promoter up,Ins promoter up cell count,Myeloid diff 2,Myeloid diff 2 GFP+ MAC1+ %,Autophagy mod,Autophagy mod cell loss 18 h,Lipid droplet,Lipid droplet cells 6.5 µM,West Nile antiviral
COc1ccc(Nc2nc3ccccc3n2C)cc1,.,.,i,62.0,.,.,.,.,.,.,.,i,0.6,.,.,1.0,831,-0.5%
Cc1ccc(-c2nc(CS(=O)(=O)CC(=O)NCc3cccc(F)c3)c(C)o2)cc1,.,.,i,39.5,.,.,.,.,.,.,.,i,3.3,.,.,-14.1,670,-0.1%
Cc1ccc(C(=O)Nc2ccc(C)c(S(=O)(=O)Nc3ccccc3Cl)c2)s1,-1.2,944,i,26.0,3.3,2.5,4.1,70.0*,38.3*,0.06,1380,?,.,i,-4.3,-8.2,624,-1.3%
O=c1cc(-c2ccccc2Cl)oc2c(NS(=O)(=O)c3cccc4nsnc34)ccc(O)c12,-0.5,1193,i,62.5,.,.,.,.,.,-0.43,1023,i,0.7,.,.,-50.8,714,0.3%
Cc1nnsc1-c1c(C(=O)N2CCOCC2)c(C)nn1-c1ccc(Cl)cc1,0.2,1313,i,50.3,.,.,.,.,.,0.36,1323,i,1.7,.,.,-13.5,713,-0.5%
COc1ccc(CN(C)CC2CCCN(CCc3ccc(Cl)cc3)C2)cc1OC (stereo not drawn),.,.,i,59.6,.,.,.,.,.,.,.,i,1.1,.,.,-9.0,796,2.1%
O=C1NC2(CCCCC2)CO1,.,.,i,14.3,.,.,.,.,.,.,.,i,0.2,.,.,8.1,851,-0.6%
Cc1cccc(C2c3[nH]c4ccccc4c3CCN2Cc2ccc(C)s2)n1 (stereo not drawn),1.4,1182,i,62.4,1.4,1.5,4.3,15.0,28.7,-1.37,1342,i,0.6,i,-27.6,-12.2,681,-0.1%

(list continues)
structure,bCat nuc transl,bCat nuc transl cell count 5 µM,T cell modulator,T cell modulator vesicle-bound %,MT stabilize HCS,MT stabilize HCS Hoechst-high %,MT stabilize HCS cytotoxicity %,WT yeast gro inh,WT yeast gro inh mutant strain,Ins promoter up,Ins promoter up cell count,Myeloid diff 2,Myeloid diff 2 GFP+ MAC1+ %,Autophagy mod,Autophagy mod cell loss 18 h,Lipid droplet,Lipid droplet cells 6.5 µM,West Nile antiviral
Cn1c(CCN2CCCCC2)nc2cc(NC(=O)COc3ccc(Cl)cc3)ccc21,.,.,i,11.3,.,.,.,.,.,.,.,i,1.1,.,.,11.2,733,0.2%
COc1cccc(NC(=O)c2cncs2)c1,.,.,i,60.8,.,.,.,.,.,.,.,i,0.4,.,.,-0.1,863,0.1%
Cc1sc(NC(=O)C2CCCCC2C(=O)O)c(C(N)=O)c1-c1ccc(C(C)(C)C)cc1 (stereo not drawn),.,.,i,23.9,2.0,0.6,5.3,-9.3,-20.2,.,.,i,0.7,i,-35.9,.,.,0.6%
Cn1c(=O)c2c(O)c(Cc3ccccc3)c(=O)[nH]c2n(C)c1=O,-3.8,614,i,5.0,3.1,3.2,6.1,8.2,-9.8,0.17,1177,i,0.2,i,-3.6,-19.1,686,0.8%
Cc1cccc(/N=C/c2c(O)[nH]c3ccccc23)n1,-2.3,915,i,28.2,2.7,1.8,4.6,-17.6,4.0,.,.,i,14.0,i,4.5,.,.,0.3%
N/C(COc1ccc(Cl)cc1Cl)=N\NS(=O)(=O)c1ccccc1,-1.4,1113,i,20.5,2.1,2.0,8.6,5.2,-12.1,-0.14,2025,i,1.4,i,1.6,-13.0,630,-0.5%
Cc1cc(NC(=O)CCC(=O)N(CC(=O)NC2CCCC2)Cc2ccc(F)cc2)no1,-1.6,964,i,46.0,1.3,1.7,2.9,-12.4,-3.1,0.75,1734,i,0.7,i,-3.6,7.3,732,-0.2%
Cc1ccc(NC(=O)c2cc(-c3ccc(F)cc3)on2)cc1C,-2.9,1146,i,45.9,2.5,1.4,6.4,20.3,3.2,0.79,1276,i,0.6,i,18.0,1.1,749,0.0%

Next part:
structure,bCat nuc transl,bCat nuc transl cell count 5 µM,T cell modulator,T cell modulator vesicle-bound %,MT stabilize HCS,MT stabilize HCS Hoechst-high %,MT stabilize HCS cytotoxicity %,WT yeast gro inh,WT yeast gro inh mutant strain,Ins promoter up,Ins promoter up cell count,Myeloid diff 2,Myeloid diff 2 GFP+ MAC1+ %,Autophagy mod,Autophagy mod cell loss 18 h,Lipid droplet,Lipid droplet cells 6.5 µM,West Nile antiviral
Cc1cccc(OCC(=O)N/N=C/c2ccccc2C(=O)O)c1,7.1,927,i,30.4,2.5,2.0,2.1,23.5,-20.3,0.22,1470,i,0.6,i,13.7,0.6,668,0.0%
COc1ccc(-n2c(=O)cc(N3CCN(Cc4ccccc4)CC3)[nH]c2=O)cc1,-3.3,1250,i,12.6,3.8,2.4,7.2,6.9,-4.7,0.8,1188,i,2.9,.,.,1.5,734,-0.1%
Cc1cc(C)cc(OC(C)C(=O)Nc2ccc3c(c2)n(C)c(=O)n3C)c1 (stereo not drawn),.,.,i,56.3,.,.,.,.,.,.,.,i,0.7,.,.,10.5,795,-1.2%
COc1ccc(NC(C)=O)cc1NC(=O)CSc1nc2ncccc2[nH]1,-3.7,897,i,43.2,2.0,1.3,2.0,0.4,7.9,0.26,1253,i,1.4,i,0.4,.,.,0.7%
COc1ccc(OCC(O)COc2ccc(OC)cc2)cc1,-0.5,1167,i,36.7,3.5,2.3,4.7,-7.5,-22.8,0.75,1229,i,0.6,i,13.0,.,.,-0.6%
N#Cc1cnc(NCc2ccc(Cl)cc2Cl)nc1,.,.,i,35.4,.,.,.,.,.,.,.,i,0.4,.,.,14.3,413,-0.7%
CCS(=O)(=O)N1CCCC(C(=O)NCCN2CCC(Cc3ccccc3)CC2)C1 (stereo not drawn),0.9,1383,i,59.4,2.2,1.6,4.7,2.9,-4.6,0.15,1608,.,.,i,18.2,.,.,.
COc1ccc(C=O)cc1CSc1nnc(COc2cccc3cccnc23)o1,0.8,973,i,52.3,2.8,1.7,4.0,66.6*,40.3*,-0.49,1035,i,1.1,i,-8.5,1.4,678,-0.5%

(next part)
structure,bCat nuc transl,bCat nuc transl cell count 5 µM,T cell modulator,T cell modulator vesicle-bound %,MT stabilize HCS,MT stabilize HCS Hoechst-high %,MT stabilize HCS cytotoxicity %,WT yeast gro inh,WT yeast gro inh mutant strain,Ins promoter up,Ins promoter up cell count,Myeloid diff 2,Myeloid diff 2 GFP+ MAC1+ %,Autophagy mod,Autophagy mod cell loss 18 h,Lipid droplet,Lipid droplet cells 6.5 µM,West Nile antiviral
COc1ccc(C(=O)O)cc1S(=O)(=O)Nc1ccccc1-c1ccccc1,.,.,i,31.3,.,.,.,.,.,.,.,i,0.4,.,.,19.3,655,0.4%
O=[N+]([O-])c1c(Nc2ccc(Br)cc2)ccc2nonc12,.,.,i,34.0,.,.,.,.,.,.,.,i,0.9,.,.,-4.0,830,0.2%
CCn1nnc(NC(=S)NC(=O)c2ccc(-c3cccc(Cl)c3)o2)n1,1.8,1335,i,55.1,.,.,.,.,.,0.25,1061,i,0.2,.,.,-10.5,728,-0.1%
CN1CCc2nc(SCC(=O)Nc3cccc(F)c3)c(C#N)c(-c3cccs3)c2C1,.,.,i,25.8,1.4,1.4,5.1,37.9,7.7,.,.,i,12.8,i,3.8,.,.,0.1%
